# Screens (PubChem BioAssay)
# RGS7-Gao reg: modulates binding of RGS7 to human Galphao. P09471. Multiplexed bead flow cytometry; actives lie on both sides. binding response (% of control), % at 10 µM. 220,000 compounds, 0.35% hits. AID 1439; in the data active = binding response below about 49% or above about 150%; inconclusive = no clear call, values can overlap the other calls; inactive = in between;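 also: fluorescent Galphao held in activated GDP-AlF4 state binding bead-coupled RGS7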
# Target sequence (P09471 whole entry, looked up): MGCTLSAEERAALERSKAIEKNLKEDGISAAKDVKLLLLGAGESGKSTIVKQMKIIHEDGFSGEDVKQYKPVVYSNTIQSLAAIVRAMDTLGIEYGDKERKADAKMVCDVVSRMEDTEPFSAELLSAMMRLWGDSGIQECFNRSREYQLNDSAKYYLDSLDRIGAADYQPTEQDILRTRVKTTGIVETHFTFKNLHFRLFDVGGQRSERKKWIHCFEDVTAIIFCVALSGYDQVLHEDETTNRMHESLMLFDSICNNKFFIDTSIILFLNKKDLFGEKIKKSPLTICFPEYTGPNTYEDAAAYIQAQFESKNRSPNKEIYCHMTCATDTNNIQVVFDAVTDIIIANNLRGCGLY
# RGS4-Gao reg: human RGS4-Galphao interaction regulation. P09471. Multiplexed bead flow cytometry, RGS4-Galphao binding; actives lie on both sides. binding response (% of control), % at 10 µM. 220,000 compounds, 0.33% hits. AID 1415; in the data active = binding response below about 49% or above about 150%; inactive = in between;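 also: fluorescent Galphao activated with aluminum fluoride binding bead-coupled RGS4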
# RGS8-Gao: modulates binding of RGS8 to human Galphao. 220,000 compounds, 0.34% hits. response (percent of control binding), % at 10 µM. multiplexed bead flow cytometry; actives lie on both sides. P09471. AID 1423; in the data active = response below about 60% or above about 140%; inactive = in between;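 also: Galphao activated as the GDP aluminium fluoride complex binding bead-coupled RGS8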
# An asterisk follows results filed as active; ? = inconclusive; nt = not tested or not shown. The list is partial; the hit share may differ from the screen's.
# Below each SMILES – RGS7-Gao reg	RGS4-Gao reg	RGS8-Gao
NNC(=O)C1CC1(c1ccccc1)c1ccccc1 (stereo not drawn)
  ?	107	103
CC(C)(C)S(=O)(=O)/C(C#N)=C/c1sccc1C1OCCO1
  ?	99	102
CC(=O)NNC(=O)c1csc(-c2csc(C)n2)n1
  nt	103	100
O=C(Nc1ccc(Cl)c(Cl)c1)N(CCCN1CCOCC1)Cc1cccnc1
  ?	101	103
CCS(=O)(=O)c1ccc(O)c(NC(=O)CC2(CC(=O)O)CCCC2)c1
  ?	103	100
Cc1cc(Cl)ccc1OCCCC(=O)OCC(=O)c1c(N)n(C)c(=O)n(C)c1=O
  nt	100	99
CCOC(=O)Cc1csc(NC(=O)Nc2cccc(OC)c2)n1
  ?	104	102
COc1ccc(CCN(Cc2cc3ccc(C)cc3[nH]c2=O)C(C)=O)cc1OC
  ?	103	101
O=C1CCN(Cc2ccccc2)CCN1CCO
  ?	92	97
Cc1[nH]c2ccccc2c1NC(=O)CN1CCN(C(=O)c2ccco2)CC1
  ?	101	103
CSc1sc(C(=O)NCC2CC2)c(-c2cccs2)c1C#N
  ?	102	104
Cc1nn2c(N3CCCC3)c3c(nc2c1-c1ccccc1)CCC3
  ?	105	98
O=C(Nc1ccc(N2CCN(c3ccc(C(F)(F)F)cn3)CC2)nc1)c1cccs1
  ?	101	100
CCNC(=O)COC(=O)c1cc(S(=O)(=O)N2CCCc3ccccc32)ccc1Cl
  ?	98	100
O=S1(=O)CC2NC(=S)N(c3cccc(Br)c3)C2C1 (stereo not drawn)
  ?	95	101
c1ccc(C2[C@H]3CN(CC4CCCCC4)[C@H](c4ccccc4)C34CC2(c2cccnc2)C4)cc1 (stereo partly drawn)
  ?	96	97
O=C(O)CCC(=O)Nc1ccc(Br)cc1C(=O)c1ccc(Cl)cc1
  ?	90	96
COC(=O)CC1(C(=O)OC)Oc2ccc(Br)cc2C(=O)N1c1cc(Cl)c(Cl)cc1Cl (stereo not drawn)
  ?	98	98
NC(=O)c1ccc(NC(=O)COC(=O)c2ccc3c(c2)OCCO3)cc1
  ?	99	101
N#CC1=C2N=C(N)c3ccccc3N2C2=C(C(=O)CCC2)C1c1ccccc1F (stereo not drawn)
  ?	100	99
CCCCCSc1nnc(N)s1
  ?	103	102
C[C@@H]1CC=C[C@H]2[C@H]1C(=O)N(Cc1ccccc1)[C@H]2c1ccc(C(F)(F)F)cc1
  ?	101	101
Cc1ccc(Nc2nc(C(=O)NCC3CCCO3)cs2)cc1 (stereo not drawn)
  ?	102	101
Nn1c(SCc2ccccc2)nnc1C1CCCCC1
  ?	105	101
CCn1cc(C(=O)NCC(C)C)c(=O)c2cc(F)c(N3CCN(C)CC3)cc21
  ?	101	98
COC(=O)CCC(=O)OC1(C)C(=O)C=C2C=C(C3CC3)N(Cc3ccc4c(c3)OCO4)C=C2C1=O (stereo not drawn)
  ?	96	98
COc1cc2c(cc1OC)C(C)N(C(=O)c1sc(-c3cnccn3)nc1C)CC2 (stereo not drawn)
  ?	90	94
CC(=O)C1=C(C)OC2(O)c3ccccc3C(=O)C12O (stereo not drawn)
  ?	94	97
CC(C)CN1CCC(=O)N(CCSc2ccc(Br)cc2)CC1
  ?	100	101
CC(=O)N=C1SC2CS(=O)(=O)CC2N1Cc1ccc(C)cc1 (stereo not drawn)
  ?	103	100

# Six entries already listed, ordered by heavy-atom count, smallest number first.
# Below each SMILES – RGS7-Gao reg	RGS4-Gao reg	RGS8-Gao
CC(=O)NNC(=O)c1csc(-c2csc(C)n2)n1
  nt	103	100
CSc1sc(C(=O)NCC2CC2)c(-c2cccs2)c1C#N
  ?	102	104
Cc1nn2c(N3CCCC3)c3c(nc2c1-c1ccccc1)CCC3
  ?	105	98
NC(=O)c1ccc(NC(=O)COC(=O)c2ccc3c(c2)OCCO3)cc1
  ?	99	101
C[C@@H]1CC=C[C@H]2[C@H]1C(=O)N(Cc1ccccc1)[C@H]2c1ccc(C(F)(F)F)cc1
  ?	101	101
COC(=O)CCC(=O)OC1(C)C(=O)C=C2C=C(C3CC3)N(Cc3ccc4c(c3)OCO4)C=C2C1=O (stereo not drawn)
  ?	96	98

# Filtered by structure, the compounds so far containing an NH in an aromatic ring (two)
# Below each SMILES – RGS7-Gao reg	RGS4-Gao reg	RGS8-Gao
COc1ccc(CCN(Cc2cc3ccc(C)cc3[nH]c2=O)C(C)=O)cc1OC
  ?	103	101
Cc1[nH]c2ccccc2c1NC(=O)CN1CCN(C(=O)c2ccco2)CC1
  ?	101	103

# The list goes on.
# Below each SMILES – RGS7-Gao reg	RGS4-Gao reg	RGS8-Gao
Cc1cc(C)nc(NC(=S)Nc2cccc(F)c2)c1
  ?	104	103
CC1=CC(C)C(CN(CCC[N+](C)(C)C)C(=O)Nc2ccccc2)C(C)C1 (stereo not drawn)
  ?	101	102
COC(=O)c1ccc(/C=N/NC(=S)NC(C)C)cc1
  ?	93	100
CC1(C)CC(CCNC(=O)CCl)(c2ccccc2)CCO1 (stereo not drawn)
  ?	94	102
FC(F)(F)Oc1ccccc1-c1nnc(-c2cccc(C(F)(F)F)c2)o1
  ?	95	102
CCCCC(=O)NNC(=O)CC(=O)Nc1ccccc1C(=O)O
  ?	89	94
Cc1cc2c3c(c1)C(C)CC(C)(C)N3C(=O)C2=C(C#N)C#N (stereo not drawn)
  ?	97	99
O=C(Nc1nc(-c2ccccn2)cs1)c1ccc(S(=O)(=O)N2CCCCC2)cc1
  ?	102	101
O=C(COc1ccc(Br)cc1)NCc1cn2ccccc2n1
  ?	97	101
NC(=S)Nc1ccc(Cl)c(Cl)c1
  ?	99	99
Cc1nc(-c2ccc(S(=O)(=O)N3CCN(CCc4ccccc4)CC3)s2)cs1
  ?	112	103
Nc1cc([N+](=O)[O-])ccc1Nc1ccc(O)cc1
  ?	94	95
Cc1cc(C)c(O)c(-c2cc(C(=O)Nc3cccnc3)[nH]n2)c1
  ?	105	102
NNC(=O)CCCCCCCCCCOCCCCO
  ?	99	100
O=S(=O)(NCc1ccc2c(c1)OCO2)c1cccc2nsnc12
  ?	99	102
Clc1cc(Cl)cc(Nc2ncnc(-n3cccc3)n2)c1
  ?	102	101
COC(=O)Nc1csc2c1NC(=O)CCCC2
  ?	-9.2*	18*
CN(C)c1ccc(N2C(=O)CC(c3ccccc3)CC2=O)cc1
  ?	98	99
Cn1nnnc1SCC(=O)N1CCc2ccccc21
  ?	102	103
Cc1c(N2C(=O)/C(=C\c3ccccc3O)SC2=S)c(=O)n(-c2ccccc2)n1C
  ?	94	95
C=CCn1c(-c2cnn(-c3ccccc3)c2N)n[nH]c1=S
  ?	105	102
O=C1C(Cc2ccc3[nH]ccc3c2)NC(=S)N1c1ccccc1 (stereo not drawn)
  ?	102	101
CCOc1cc(/C=N/n2c(C)nnc2C)ccc1O
  ?	101	101
COc1ccc([C@@H]2C[C@H](c3ccccc3)Oc3cc(C)cc(C)c32)cc1
  ?	103	100
COc1ccc(C2=NN(S(=O)(=O)c3ccccc3)C(c3ccccc3)C2)cc1 (stereo not drawn)
  ?	100	101
CCN1CCc2nc3ccccc3c(C(=O)Nc3ccc(NC(C)=O)cc3)c2C1
  ?	102	104
C/C(=N\N1CCN(Cc2ccccc2Cl)CC1)c1ccc(F)cc1
  ?	99	101
COc1ccc2oc(=O)c(C(=O)Nc3ccccc3O)cc2c1
  ?	104	102
N/C(CSc1ncccc1C(F)(F)F)=N\O
  ?	98	102
COc1ccc(-c2cc(C(=O)Nc3ccc(O)cc3)c3ccccc3n2)cc1OC
  ?	97	101

# Next section.
# Below each SMILES – RGS7-Gao reg	RGS4-Gao reg	RGS8-Gao
CNS(=O)(=O)c1cccc(C(=O)OCC(=O)c2c(N)n(C)c(=O)n(C)c2=O)c1
  ?	111	104
O=C(/C=C/Nc1ccc(S(=O)(=O)Nc2ncccn2)cc1)c1cccs1
  ?	102	103
CCOC(=O)CN(C(=O)COc1nc(C)cc(C)c1C#N)c1ccc(F)cc1
  ?	87	100
CN(C)/C=C/C(=O)c1ccccc1
  ?	87	99
FC(F)(F)c1ccc(C2[C@H]3CN(Cc4ccc(-c5ccccc5)cc4)[C@H](c4ccccc4)C34CC2(c2ccccc2)C4)cc1 (stereo partly drawn)
  ?	99	99
CCOc1ccc(/C=N/n2nnnc2N)cc1O
  ?	95	97
COc1ccc(-c2ccc([C@H]3[C@H]4C=CC[C@@H](C)[C@@H]4C(=O)N3Cc3ccccc3)c(F)c2)cc1C
  ?	97	99
O=S(=O)(N/N=C/c1cccnc1)c1ccc(Cl)c(Cl)c1
  ?	99	104
COC(=O)C1=C(C)N(Cc2ccccc2)C(=O)N[C@H]1c1cccc(C(F)(F)F)c1
  ?	97	97
Cc1cccn2c(=O)c3cc(C#N)c(=NC(=O)c4cccs4)n(CCCOC(C)C)c3nc12
  ?	102	102
CC(/C=N/NC(=O)c1ccccc1F)c1ccccc1 (stereo not drawn)
  ?	105	106
CC(C)N1CCC(N2CCN(Cc3ccc(Oc4ncccn4)cc3)CC2CCO)CC1 (stereo not drawn)
  ?	106	102
CN(C)S(=O)(=O)c1cccc(NC(=O)COC(=O)/C=C/c2ccc(Br)o2)c1
  ?	93	103
O=C1[C@@H]2[C@H]3CC[C@H](C3)[C@@H]2C(=O)N1O
  ?	100	98
COC(=O)C1=C(O)C2(C(=O)O)CC(C(=O)OC)=C(O)C(C(=O)O)(C1)C2
  ?	102	101
Cc1ccccc1OCC(=O)N/N=C/c1sc(=O)n(Cc2cccc(C(=O)O)c2)c1Cl
  ?	96	98
NC(=O)[C@H]1CC2(CC(c3cccc(NC(=O)COc4ccc(Cl)cc4)c3)=NO2)CN1C(=O)c1ccc(Cl)cc1 (stereo partly drawn)
  ?	101	104
CCOC(=O)/C(C#N)=C/C=C1/C=CC=CN1C
  ?	96	101
CC(C)CNC(=O)CCc1nc(-c2ccccc2)no1
  ?	103	100
COc1ccc(C(CCNCc2ccc(OC(C)C)cc2)C(C)C)cc1 (stereo not drawn)
  ?	-9.6*	8.9*
CCOc1ccc(CCNC(=O)c2cc(C)nn2-c2ccccc2)cc1
  ?	97	100
COc1cc2nc(CN3CCN(C(c4ccccc4)c4ccccc4)CC3)[nH]c(=O)c2cc1OC
  ?	103	97
Cc1ccc(C)c(OCC(=O)O/N=C(\N)c2cccnc2)c1
  ?	101	100
COc1ccc(NC(=O)Oc2cc(C)ccc2C(C)C)cc1
  ?	104	101
Cc1nc(-c2cccc(S(=O)(=O)N3CCCCC3)c2)cs1
  ?	99	101
C=CCn1c(=S)sc2c(=O)[nH]cnc21
  ?	101	102
CCCCC1=CC2=CC(=O)C(C)(OC(=O)CC)C(=O)C2=CN1CCc1ccccn1 (stereo not drawn)
  ?	93	95
O=C1CS/C(=N\N=C\c2ccccc2Cl)N1CC1CC1
  ?	99	102
Cc1ccccc1N1C(=O)C2ON(c3ccccc3)C(c3ccco3)C2C1=O (stereo not drawn)
  ?	89	95
COc1ccc(C(C)=O)cc1COc1ccc(Cl)c(C)c1
  ?	88	102

# Next part.
# Below each SMILES – RGS7-Gao reg	RGS4-Gao reg	RGS8-Gao
O=c1c2[nH]c3ccc(Br)cc3c2ncn1Cc1ccncc1
  ?	99	99
COC(C[C@@H](O)CC(=O)COCc1ccccc1)OC
  ?	105	102
Cc1cc(C)n2nc(C(=O)Nc3cccc(S(=O)(=O)N(C)c4ccccc4)c3)nc2n1
  ?	100	102
C=CCn1c(-c2sc3nc(C)cc(C)c3c2N)n[nH]c1=S
  ?	98	99
Cc1ccc(N/C=C/C(=O)c2ccco2)c(O)c1
  ?	100	100
NS(=O)(=O)c1ccc(CCNC(=O)NC2CCCCC2)cc1
  ?	98	101
Nc1c(C(=O)NCc2ccc3c(c2)OCO3)nnn1Cc1cccc(F)c1
  ?	106	98
CCOC(=O)N1CCN(c2c(NCCN3CCN(c4ccccc4F)CC3)c(=O)c2=O)CC1
  ?	98	102
CC(C)Cc1cc(C(=O)Nc2cccc(O)c2)no1
  ?	106	102
O=C(Nc1ccc(Cl)cc1)c1cc2c(cc1O)[nH]c1ccccc12
  ?	100	99
CCCn1nc(NC(=O)c2cccs2)c2cc3cc(C)ccc3nc21
  ?	98	101
O=C(/C=C/c1ccc(F)cc1)NC(=S)N1CCN(c2ccccn2)CC1
  ?	92	99
O=C(NCc1ccco1)C1CC(c2ccccc2C(F)(F)F)=NO1 (stereo not drawn)
  ?	96	97
CCSc1ncccc1C(=O)N[C@@H](CCSC)C(=O)OC
  ?	108	104
S=C(CN1CCCC1=S)NCCc1ccccc1
  ?	100	101
O=C(O)COc1ccccc1/C=N/NC(=O)c1cc(-c2ccc(Cl)cc2)nc2ccccc12
  ?	100	99
COC(=O)c1ccccc1N=Nc1c(N)[nH][nH]c1=O
  ?	96	99
COc1ccccc1C(=O)Nc1cccc(S(=O)(=O)N2CCCC2)c1
  nt	100	100
C(=C\c1nccc2c1[nH]c1ccccc12)/c1ccccc1
  ?	110	107
CCn1c(SCC(=O)Nc2ccc(C)cc2)nc(O)cc1=O
  ?	95	96
CCC1=C(OC(=O)N(CC)CC)N2C(=O)OC(=NCCc3c[nH]c4ccccc34)[C@]2(Cc2ccccc2)[C@H]2C1=CC[C@H]1C(=O)N(C)C(=O)[C@H]12
  ?	98	102
COc1cc(C(=O)C(=O)c2ccc(O)c(OC)c2)ccc1O
  ?	93	96
O=C(CCS(=O)(=O)c1ccccc1Cl)Nc1ccc(S(=O)(=O)Nc2ncccn2)cc1
  ?	109	102
CCN1CCN(Cc2ccc(NC(=O)c3cc(NC(=O)c4cnnc5ccccc45)cc(OC)c3)cc2C(F)(F)F)CC1
  ?	103	103
Cc1ccc(S(=O)(=O)C2(C(=O)NCc3ccccc3Cl)CC2)cc1
  ?	99	101
CCOC(=O)c1sc(CS(=O)(=O)c2ccc(Cl)cc2)nc1C
  ?	96	99
CCN(CC)c1ccc(CNc2nc3ccccc3n2CC)cc1
  ?	99	100
